D1 PAM: human D1 dopamine receptor positive modulation; actives 0.036% (n = 360,000); P21728; AID 504651; HEK293 TREx D1 cells, calcium flux, dopamine EC20 potentiation; potentiation, % at 10 µM; in the data active means potentiation above about 30%; further: 0% is about no effect
Target sequence (P21728 whole entry, looked up): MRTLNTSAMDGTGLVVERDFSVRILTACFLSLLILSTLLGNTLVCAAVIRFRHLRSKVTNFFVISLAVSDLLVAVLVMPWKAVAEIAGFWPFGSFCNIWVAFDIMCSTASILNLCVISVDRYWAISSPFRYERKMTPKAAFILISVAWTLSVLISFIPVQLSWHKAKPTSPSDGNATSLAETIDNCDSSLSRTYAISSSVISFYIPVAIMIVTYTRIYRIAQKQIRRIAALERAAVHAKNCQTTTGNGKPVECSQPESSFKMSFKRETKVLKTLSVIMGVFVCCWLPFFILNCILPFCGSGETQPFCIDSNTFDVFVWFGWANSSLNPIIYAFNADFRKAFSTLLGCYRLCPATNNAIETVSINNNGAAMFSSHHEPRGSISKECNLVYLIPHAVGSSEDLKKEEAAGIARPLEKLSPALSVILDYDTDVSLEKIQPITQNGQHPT
GRP78 ERSR act: ER stress response induction in glioma. U87-MG GRP78 promoter luciferase reporter, 16 h. AID 602332. actives 0.02% (n = 420,000). Potency, µM, without a hit: top-dose activation, most hits filed as activators; further: potency means the concentration at half of the fitted maximal effect; series mostly up to about 76 µM; % of control where 0% means no effect; nearly all actives have a fitted effect of over 35% in size
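Stably transfected U87-MG glioma cells carrying a GRP78-based luciferase sensor; 16 h compound incubation. Luminescence end-point read 10 min after Bright-Glo addition at room temperature.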
D1 antag: blocks dopamine activation of the human D1 receptor; P21728; HEK293 TREx D1 cells, calcium flux, dopamine EC80; active compounds read low; activity change, negative = inhibition, % at 10 µM; actives 3.2% (n = 360,000); AID 504652; in the data active means activity change below about -30%; further: on the % scale 0 is the no-effect control and ±100 the full control effect
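Cells carrying a force-coupled, tetracycline-inducible human D1 receptor report calcium flux. Each well gets a 10 s baseline, compound with 180 s monitoring, then an EC80 dopamine stimulus with a second 180 s kinetic read.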
D2 PAM: D2 dopamine receptor (human) potentiation; P14416; HEK293 T-REx D2, calcium flux, EC20 dopamine potentiation; potentiation, % at 10 µM; actives 0.34% (n = 340,000); AID 485347;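 active means potentiation over 3 SD above the plate norm, cut at about 30% in these data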; further: 0% is about no effect
Target sequence (P14416 whole entry, looked up): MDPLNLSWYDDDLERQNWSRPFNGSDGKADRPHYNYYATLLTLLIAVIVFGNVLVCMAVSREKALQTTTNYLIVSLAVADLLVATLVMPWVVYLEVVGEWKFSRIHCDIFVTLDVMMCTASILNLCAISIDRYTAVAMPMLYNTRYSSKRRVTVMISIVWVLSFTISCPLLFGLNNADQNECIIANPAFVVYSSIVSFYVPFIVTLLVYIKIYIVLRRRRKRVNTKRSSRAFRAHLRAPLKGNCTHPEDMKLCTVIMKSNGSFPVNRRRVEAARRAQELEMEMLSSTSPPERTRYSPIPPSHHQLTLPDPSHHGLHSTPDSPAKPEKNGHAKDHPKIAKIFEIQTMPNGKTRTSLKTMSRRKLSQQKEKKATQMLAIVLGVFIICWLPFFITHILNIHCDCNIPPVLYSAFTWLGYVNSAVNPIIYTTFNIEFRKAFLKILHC
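Using a no-wash calcium dye in inducible, force-coupled HEK293 Trex cells expressing D2, we tracked fluorescence each second for 180 s after compound, then for 180 s after EC20 dopamine to detect augmented signalling.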
Vif-APOBEC3F blk: Vif-A3F binding inhibition | HeLa A3F-eYFP + Vif (tagged APOBEC3F with the HIV-1 protein that degrades it), YFP fluorescence increase | Potency, µM (highest dose often 46.1 µM), for the others: at the highest dose activity, negative = active | actives 0.2% (n = 390,000) | AID 602313; further: potency means the concentration at half of the fitted maximal effect; % of control where 0% means no effect; nearly all actives have a fitted effect of over 65% in size
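HeLa cells stably expressing Vif plus C-terminally eYFP-tagged A3F were seeded, incubated overnight at 37 deg C, dosed with compound, incubated overnight again at 37 deg C. Yellow fluorescence (Ex 488/Em 500-530) reported blocked Vif-mediated A3F-eYFP degradation.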
RXFP1 agonist: agonists of human relaxin receptor RXFP1; Q9HBX9; HEK293T-RXFP1 cAMP TR-FRET, 30 min; response scale: percent of porcine relaxin response, buffer zero; Potency, µM (highest dose often 57.5 µM), for inactives: at the top dose activation, actives largely listed as activators; actives 0.3% (n = 370,000); AID 2676; further: potency means the concentration at half of the fitted maximal effect; on the % scale 0 is the no-effect control and ±100 the full control effect; nearly all actives have a fitted effect of over 60% in size; many of its hits are not listed in these tables
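Agonist response is measured as cAMP accumulation in an RXFP1-transfected HEK293T line under PDE4 inhibition. Values are scaled between buffer-only and 29 nM porcine relaxin, and EC50s come from standard Hill equation fits.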
D1 ag: activates the human D1 dopamine receptor; HEK293 T-REx D1 cells, calcium flux, agonist mode; activation, % at 2 µM; actives 1% (n = 360,000); AID 504660; in the data active means activation above about 30%; further: 0% is about no effect
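Agonism was scored from calcium flux recorded over 180 s (1 read/s) after pintool compound addition, following a 10-cycle baseline. Cells were inducible force-coupled HEK293 TREx D1, plated overnight at 30 C and loaded with no-wash calcium dye.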
Vif-A3G inh: inhibitors of Vif-APOBEC3G interaction; HeLa A3G-eYFP + Vif (tagged APOBEC3G with the HIV-1 protein that degrades it), YFP fluorescence, overnight; Q9HC16; actives 0.076% (n = 410,000); Potency, µM (doses to about 46.1 µM), without a hit: at the top dose activity, negative = active, actives largely listed as inhibitors;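 further: potency means the concentration at half of the fitted maximal effect; on the % scale 0 is the no-effect control and ±100 the full control effect; nearly all actives have a fitted effect of over 60% in size; hits raise eYFP signal because A3G escapes Vif-driven loss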
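HeLa cells stably expressing Vif and C-terminally eYFP-tagged A3G, seeded overnight at 37 deg C, then exposed to compound by pintool overnight at 37 deg C. Rise in yellow fluorescence (Ex 488/Em 500-530, Acumen) marks blocked Vif-driven A3G degradation.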
RXFP1 antagonist: blocks the human relaxin receptor RXFP1; actives 0.59% (n = 350,000); Q9HBX9; HEK293-RXFP1, relaxin-stimulated cAMP HTRF, 30 min; active compounds read low; activity change, negative = inhibition, % at 57.5 µM; AID 1259400;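 active means activity change of -60% or lower, but not beyond a set lower limit; inconclusive means change between -60% and -40%, or beyond the set limit; inactive means change above -40%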; further: on the % scale 0 is the no-effect control and ±100 the full control effect
Starred values were filed as active, the others as inactive; ? = inconclusive; / = no result given; & = joins results of further samples; ! = not confirmed by another sample. Unless noted, the call rests on the fitted dose curve; in most records, active means well fitted curve in the direction sought with a large enough effect; inconclusive means small, poorly fitted or top-dose-only effect, or another doubt; inactive means no such curve, though single readings can be large; an effect the other way counts as inactive or inconclusive. An excerpt. The share of hits here may be higher or lower than overall.

SMILES	D1 PAM	GRP78 ERSR act	D1 antag	D2 PAM	Vif-APOBEC3F blk	RXFP1 agonist	D1 ag	Vif-A3G inh	RXFP1 antagonist
Cc1cc(NC(=O)C2CCCN(S(=O)(=O)c3cnc[nH]3)C2)ccc1Br (configuration not stated)	/	0%	-20	-2	-11%	-0.8%	2	-13%	/
CC1=NN(c2ccc(Cl)c(C(=O)O)c2)C(=O)C1	-7	-6%	28	7	9%	-1.0%	1	-2%	3
O=C(Nc1ccccc1)C1CCN(c2nccs2)CC1	2	-2%	8	-5	-1%	0.4%	2	-4%	-3
CCCCN(C(=O)CC1CCCC1)c1c(N)n(CCCC)c(=O)[nH]c1=O	0	-2%	-2	4	-1%	-0.7%	2	0%	-1
O=S(=O)(O)c1cccc2c(N=Nc3ccc(O)c4ncccc34)cccc12	-4	-5%	2	-15	7%	-0.4%	3	-1%	-23
CCOC(=O)N1CCC(Nc2c(Nc3cccc(CC)c3)c(=O)c2=O)CC1	6	-7%	-3	14	-10%	-0.2%	0	-5%	14
COc1ccc(NC(=O)N2CCCC(c3ccccc3)C2)cc1 (configuration not stated)	-2	1%	-2	/	12%	0.2%	0	-6%	1
CCC1COCCS(=O)(=O)N1Cc1ccc(F)cc1 (configuration not stated)	1	-3%&-3%	-14	-1	-3%	-1.9%	1	2%&-1%	/
c1ccc(Nc2nc(N3CCOCC3)c3ccccc3n2)cc1	-9	-2%	-4	0	-3%	-0.8%	1	0%	-29
O=C(O)CC1S/C(=N/N=C/c2ccc(-c3ccccc3[N+](=O)[O-])o2)NC1=O (configuration not stated)	0	0%	-1	10	0%	-1.6%	1	2%	8
Cc1cccc(C(=O)NNC(=O)c2cc3cc4ccccc4nc3s2)c1	-3	-5%	0	-9	-1%	-1.1%	2	0%	-8
CC(=O)c1c(C)[nH]c(C(=O)OCC(=O)N2CC(=O)Nc3ccccc32)c1C	-1	3%	-5	2	5%	-0.3%	2	-4%	-4
CCn1c(C)nc2cc(S(=O)(=O)C(F)(F)C(F)C(F)(F)F)ccc21 (configuration not stated)	-4	?	-29	9	0%	1.3%	22	3%	-11
CCOc1cc(C)ccc1OCc1nnc(SCC(=O)Nc2cccc(C(=O)O)c2)n1-c1ccccc1	2	-4%	5	-8	3%	-0.2%	3	0%	1
COc1ccc(C2CC(=O)Nc3cc(C)c(C)cc32)c(OC)c1OC (configuration not stated)	-8	-4%	-13	/	-4%	1.0%	-1	-4%	-8
O=C(CSCc1ccccc1)Nc1ccccc1	5	-2%	2	14	8%	-3.8%	8	0%	10
Cc1cc(C)cc(C(=O)NCC(=O)OCc2c(C)noc2C)c1	-3	0%	21	15	5%	-0.7%	1	2%	/
COc1ccc(C(=O)/C=C/Nc2ccc(S(=O)(=O)Nc3cc(OC)nc(OC)n3)cc2)c(OC)c1	1	-3%	2	7	?	4.9%	3	-12%	-12
CC(Cc1cccs1)NC(=S)Nc1ccc(F)cc1 (configuration not stated)	-5	6%	-44*	24	-19%	-0.4%	19	1%	2
CCCOc1ccc(C(=O)NNC(=O)c2cccc(S(=O)(=O)N3CCN(C(C)=O)CC3)c2)cc1OC	0	-6%	28	-3	-10%	1.1%	3	0%	-11
CS(=O)(=O)c1nc([N+](=O)[O-])nn1CCCc1ccccc1	/	-19%	/	/	4%	/	/	-8%	-2
COc1ccc(-n2c(=O)c3c4c(sc3n(C)c2=O)CN(C(C)=O)CC4)cc1	-7	-2%	0	/	4%	0.6%	1	-2%	/
C[C@@H]1CN([C@@H](C)CO)C(=O)c2cc(C#Cc3cccc(F)c3)cnc2O[C@H]1CN(C)C(=O)C1CCCCC1	/	-4%	/	/	-1%	/	/	-7%	-1
FC(F)Oc1ccccc1/C=N/n1cnc2ccccc21	-6	4%	-25	3	6%	0.4%	2	-1%	-6
Cc1nc2ccccc2c(=O)n1/N=C/c1ccccc1O	11	5%	12	-2	6%	-1.3%	1	-8%	11
O=C(Nc1ncc(Cc2ccc(Cl)cc2)s1)c1ccc2c(c1)CC(c1ccccc1)OC2=O (configuration not stated)	0	-3%	1	5	-5%	-0.2%	2	11%	-7
Cc1nc(N2CCC(C)CC2)c2c(C)c(C(=O)Nc3cccc(C(F)(F)F)c3)sc2n1	-6	-1%	-10	/	-1%	13%	4	-3%	-10
O=C(c1cc(-c2ccccc2)nc2ccccc12)N1CCN(C2CCS(=O)(=O)C2)CC1 (configuration not stated)	2	3%	23	23	-15%	3.1%	1	-2%	1
Cc1c2cc(O)c(=O)cc-2oc2cc(O)c(O)cc12	-3&0	12%	-4&7	11	?	1.7%&-2.2%	34*!	3%	-4
O=C(NCCN1CCOCC1)C1CCN(S(=O)(=O)c2ccccc2)CC1	/	0%	/	/	-5%	/	/	-4%	-8

3 compounds already listed, arranged by their value in D2 PAM, rising.
Compound	D2 PAM
CCCOc1ccc(C(=O)NNC(=O)c2cccc(S(=O)(=O)N3CCN(C(C)=O)CC3)c2)cc1OC	-3
Cc1nc2ccccc2c(=O)n1/N=C/c1ccccc1O	-2
CCCCN(C(=O)CC1CCCC1)c1c(N)n(CCCC)c(=O)[nH]c1=O	4

Continuation:
SMILES	D1 PAM	GRP78 ERSR act	D1 antag	D2 PAM	Vif-APOBEC3F blk	RXFP1 agonist	D1 ag	Vif-A3G inh	RXFP1 antagonist
O=C(CCS(=O)(=O)c1cc2c(cc1Cl)NC(=O)CO2)NCc1ccccc1	-4&-2	-4%&-5%	16&-5	0&9	2%&4%	-1.3%&26%	4&11	0%&0%	14
CCn1c(C(O)c2ccc3c(c2)OCO3)nc2ccccc21 (configuration not stated)	-6	-3%	-26	12	-2%	0.2%	26	3%	1
CCN1C(=O)/C(=c2\s/c(=C3\Sc4ccccc4N3C)c(=O)n2C)N(C)C1=S	0	/	-1	-3	/	1.2%	0	/	/
O=C1C(Cl)=C(N2CCCCC2)C(=O)N1Cc1ccccc1	-3	-3%	-19	14	-6%	2.1%	7	-6%	-4
COc1ccc(CNC(=O)c2c(C)cc(=O)oc2C)cc1	0	2%	-33*	-1	-14%	-0.8%	1	-3%	-2
Cc1ccccc1OCC(=O)Nc1ccc(C(N)=O)cc1	-8	5%	-15	-6	0%	1.4%	2	-3%	-6
CC1CCC/C(=N\NS(=O)(=O)c2ccccc2)C1 (configuration not stated)	2	4%	-3	-2	-11%	0.3%	2	3%	9
Oc1ccccc1C1OCC2(CO1)COC(c1ccccc1O)OC2 (configuration not stated)	-6	-3%	-19	0	-7%	-0.6%	10	-1%	-4
CCOC(=O)c1cc(-c2ccncc2)nc2c1c(C)nn2C	-2	-7%	6	16	4%	2.9%	2	-4%	-14
CCOc1ccccc1OCCCC(=O)N1CCN(S(=O)(=O)c2cc(F)ccc2F)CC1	/	-6%	/	/	-19%	/	/	-17%	-5
CCOC(=O)C1CCN(CC(=O)c2c(C)n(C)c3ccc(OC)cc23)CC1	-6	-1%	-17	-14	10%	1.2%	3	-1%	5
O=C(NCC1CCCCC1)c1ccc(Br)o1	-2	9%	9	4	1%	1.2%	1	2%	10
Cc1ccc(NC(=O)CC2SC(=NCC3CCCO3)NC2=O)cc1Cl (configuration not stated)	-10	-1%	-1	-15	-12%	-0.2%	-1	1%	-6
CCCCn1c(-c2ccc(Cl)cc2)nc2c(=O)n(C)c(=O)[nH]c21	-3	-7%	-2	0	-6%	0.1%	3	0%	4
O=C(N/N=C/c1cccnc1)C1CCCN(S(=O)(=O)c2ccccc2)C1 (configuration not stated)	-2	-4%	-22	-2	4%	1.1%	1	3%	-5
CC(=O)Oc1ccc(C(=O)NCc2ccco2)cc1	-3	0%	-1	-2	-2%	2.8%	3	-8%	-3
CC(=O)NCCNC(=O)CCCn1c(=O)[nH]c2ccsc2c1=O	1	-2%	4	-3	-2%	4.1%	-1	2%	/
COc1ccccc1N1CCN(CC(=O)c2c(C)n(C)c3ccccc23)CC1	-5	-6%	-2	-25	-3%	0.2%	0	-3%	-7
O=C(Nc1ccc(F)c(Cl)c1)Nc1csc2ccccc12	-10	-6%	-33*	-12	-30%	0.0%	14	-23%	-40
COc1ccc(C(=O)Nc2ccc(C(=O)NCCc3ccc(OC)c(OC)c3)cc2)cc1	-2	-2%	9	6	0%	1.1%	1	0%	-9
COc1ccccc1C1C2=C(N=c3s/c(=C/c4cccc(OCC(=O)O)c4)c(=O)n31)c1ccccc1CC2 (configuration not stated)	-1	-1%	5	4	2%	-1.1%	23	-8%	-18
CCN(C(=O)CCc1nc(-c2ccc(C)cc2)no1)c1cccc(C(F)(F)F)c1	-5	-4%	-20	13	2%	1.6%	15	0%	-3
CCCn1c(=O)c(C(=O)NCc2ccc3c(c2)OCO3)c(O)c2ccccc21	8	-3%	6	2	3%	6.2%	11	1%	1
CCN(CC)CCNC(=O)c1cc2c(-c3ccc(Cl)cc3)nn(C)c2s1	0	?	8	-14	6%	0.1%	6	3%	/
COCCNCc1cc(C)n(-c2cc(S(=O)(=O)N3CCOCC3)ccc2N2CCCC2)c1C	/	-5%	/	/	1%	/	/	0%	1
Nc1nc2nc(-c3ccccc3)cc(=O)n2[nH]1	-2&-4	-3%&-3%	2&-1	1&-2	-9%&-1%	-0.5%&1.7%	0&4	6%&0%	3
CCN(CC)c1ccc(C=C(c2nnnn2-c2ccccc2)c2nnnn2-c2ccccc2)cc1	2	-4%	-1	10	?	0.0%	12	-28%	-9
O=C(OCc1cn(-c2ccc(Cl)c(Cl)c2)nn1)c1ccccc1Cl	-1	-3%	0	-5	0%	0.1%	10	-2%	-2
Cc1ccc(S(=O)(=O)CCC(=O)Nc2ccccc2C)cc1	-6	-2%	-12	-7	4%	-2.7%	2	-6%	-12
NC(=O)C1CC(=O)N(c2ccc(OCc3ccc([N+](=O)[O-])cc3)cc2)C1 (configuration not stated)	7	3%	-1	4	8%	-1.6%	1	0%	-6
CCOC(=O)CSc1ccc(C(=O)Nc2ccc(OC)cc2)cn1	-4	6%	4	4	6%	0.3%	3	-5%	-16

Screens from PubChem BioAssay.
